# Screens: PubChem BioAssay, several laboratories
# TLR4 MyD88 comp – TLR4-MyD88 interaction inhibition in cells | inhibition, % at 8.4 µM | AID 861 | 200,000 tested, 0.18% active | O00206+Q99836 | HeLa CL3-4 TLR4/MyD88 BLA complementation, FRET ratio; in the data active means inhibition above about 25%;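 further: 0% = vehicle and 100% = reference inhibitor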
# APP 5'UTR act – APP 5'UTR luciferase reporter activation. SH-SY5Y APP 5'UTR luciferase reporter, luminescence; zero percent = DMSO vehicle wells. activation, % at 2 µM. 190,000 tested, 1% active. AID 1276;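 active means activation above a set limit, based on mean plus 3 SD of controls, cut at about 140% in these data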; further: values of inactives mirror those of a sister screen read the other way
# NF-kB neuron act – NF-kB expression increase, human neuronal cells; NF-kB reporter expression; active compounds read high; fold change at 12.5 µM; 190,000 tested, 1.6% active; in the data active means fold change above about 3.3
# FLuc inh counter – inhibits firefly luciferase, flagging false hits in luciferase inhibition screens; 200,000 tested, 1.5% active; P08659; ATPLite firefly luciferase biochemical luminescence, 10 min; inhibition, % at 10 µM;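 active means inhibition above about 50% when tested at 10 µM, limit read from the data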
# Target sequence (P08659 whole entry, looked up): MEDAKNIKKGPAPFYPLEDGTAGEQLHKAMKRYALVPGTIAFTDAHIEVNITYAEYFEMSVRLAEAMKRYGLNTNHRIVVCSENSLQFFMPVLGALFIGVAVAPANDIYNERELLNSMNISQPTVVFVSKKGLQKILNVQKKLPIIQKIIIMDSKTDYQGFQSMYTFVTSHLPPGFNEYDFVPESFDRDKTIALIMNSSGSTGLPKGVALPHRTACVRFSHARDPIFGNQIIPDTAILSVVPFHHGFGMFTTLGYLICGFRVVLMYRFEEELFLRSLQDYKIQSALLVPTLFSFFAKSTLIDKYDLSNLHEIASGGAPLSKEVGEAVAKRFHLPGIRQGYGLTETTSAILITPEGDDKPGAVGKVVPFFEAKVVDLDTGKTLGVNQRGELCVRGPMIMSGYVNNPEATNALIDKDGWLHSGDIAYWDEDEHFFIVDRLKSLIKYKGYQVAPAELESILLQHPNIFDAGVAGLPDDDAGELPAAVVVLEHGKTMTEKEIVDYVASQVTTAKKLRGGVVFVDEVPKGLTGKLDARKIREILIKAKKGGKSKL
# Diaphorase inh – diaphorase inhibition or chemical oxidation counter-screen. inhibition, % at 20 µM. 190,000 tested, 0.69% active. diaphorase resazurin-to-resorufin fluorescence, NADH, 16 min; bacterial (C. kluyveri) enzyme, not human;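 active means primary screen inhibition at 20 µM above a set limit, cut at about 50% in these data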;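 further: plate controls were DMSO with full reaction for no effect and wells lacking NADH for full effect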
#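 Assay system: diaphorase enzyme from Clostridium kluyveri. Quantity: enzyme working solution with 0.14 U/mL diaphorase. Schedule: reaction incubation of 16 min at room temperature. Technique: resorufin fluorescence, excitation 544 nm, emission 590 nm. Controls: No-NADH positive control and DMSO neutral control.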
# G6PDH CS – counter-screen for G6PDH assay hits: L. mesenteroides G6PDH inhibition; Purified L. mesenteroides G6PDH, diaphorase/resazurin coupled fluorescence, 45 min; inhibition, % at 5 µM; 200,000 tested, 0.12% active; in the data active means inhibition above about 50%
# FLuc act counter – affects firefly luciferase, flagging false hits in luciferase stimulation screens; ATPlite luciferase biochemical, luminescence, 10 min; 0 = ATP-free wells, 1 = DMSO control; activation factor at 10 µM; 200,000 tested, under 10 active; AID 1027;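 active means luciferase activation factor, scaled between plate controls, of at least 2 with compound at 10 µM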
#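 Material: Luciferase/luciferin reagent mix | Doses: Test compounds dosed from 2 mM stocks in 100% DMSO | Timing: 10 min incubation after luciferase reagent addition, room temperature | Measured by: Luminescence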
# APP 5UTR inh – APP translation inhibition; SH-SY5Y APP 5'UTR-luciferase reporter, luminescence; inhibition, % at 2 µM; 190,000 tested, 0.82% active; AID 1285;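 active means inhibition above a set limit, derived from the sample mean plus 3 SD, cut at about 45% in these data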; further: values of inactives mirror those of a sister screen read the other way
# Diaphorase act – counter-screen for diaphorase-based assays: diaphorase activators and chemical reducers; 190,000 tested, 0.005% active; Diaphorase/resazurin coupled assay, resorufin fluorescence, 16 min; active compounds read high; 1 = vehicle wells, 0 = NADH-free wells; activation factor at 20 µM;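 active means diaphorase activity raised at least twofold by the compound at 20 µM; inactive means activation factor below 2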
#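 Material: bacterial diaphorase enzyme (C. kluyveri); amount: enzyme 0.07 U/mL final; reagent: NADH substrate 0.114 mM plus resazurin dye 0.1 mM, final; doses: single compound dose of 20 µM, 1% DMSO final; timing: 16 min enzyme reaction, ambient temperature; measured by: fluorescence of resorufin, 544 nm excitation, 590 nm emission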
# STAT1 act – activators of IFN-gamma induced STAT1 signaling; 200,000 tested, 2.6% active; AID 932; activation (% of control), % at 5.5 µM; NIH 3T3 STAT1-luciferase reporter, luminescence; 100% = IFN-gamma alone, no compound;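 active means activation above the screen-wide mean activation plus 3 SD, cut at about 130% in these data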;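 further: raw ratio to IFN-gamma control signal so 100% means no change and 0% no light; values of inactives mirror those of a sister screen read the other way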
# * marks the source's active call; other numbers are inactive results; · = no result given.
nr	smiles	TLR4 MyD88 comp	APP 5'UTR act	NF-kB neuron act	FLuc inh counter	Diaphorase inh
1	O=C(Nc1cccc(Cl)c1)Nc1ccccc1C(=O)NCc1ccco1	-8	4	2.7	2	16
2	COCCN1Cc2cccc(C(=O)NCc3ccccc3OC)c2C1=O	-8	4	1.3	-5	10
3	CCOc1ccc(NC(=O)CCN2CCN(c3ccccc3F)CC2)cc1	3	·	1	-8	5
4	CCNC(=O)Nn1c(C)nnc1C	-6	7	1.1	-3	-3
5	COc1ccc(/C=N/NC(=O)c2cccnc2)cc1CSc1nc2ccccc2s1	18	-55	1.4	-2	14
6	CN(Cc1ccccc1)C(=O)CSc1nc2ccccc2c(=O)n1Cc1ccco1	-8	-6	0.62	-1	33
7	COc1cc(C)c(Cl)cc1S(=O)(=O)n1ccnc1	-3	15	1.3	-4	-8
8	COc1ccc(C)cc1-n1nnnc1SCC(=O)NNC(=O)c1ccc([N+](=O)[O-])cc1	-4	-6	1.1	-3	15
9	Cc1ccccc1C(=O)N1CCC(C(=O)Nc2ccc3c(c2)OCCO3)CC1	1	-13	1.1	-5	9
10	CCOC(=O)c1c(C)c(C(=O)NCC2CCCO2)c(C)n1C (stereo not drawn)	-9	4	1.1	-5	7

nr	G6PDH CS	FLuc act counter	APP 5UTR inh	Diaphorase act	STAT1 act
1	8	1	-4	0.8	100
2	1	1.1	-4	0.9	94
3	11	1.1	·	0.9	100
4	26	1	-7	1	98
5	0	1	54*	0.9	117
6	-2	1	6	0.7	98
7	4	1	-15	1.1	92
8	-11	1	6	0.9	98
9	-1	1.1	13	0.9	98
10	-14	1	-4	0.9	107

# The list goes on, overlapping the part above by two compounds.
nr	smiles	TLR4 MyD88 comp	APP 5'UTR act	NF-kB neuron act	FLuc inh counter	Diaphorase inh
9	Cc1ccccc1C(=O)N1CCC(C(=O)Nc2ccc3c(c2)OCCO3)CC1	1	-13	1.1	-5	9
10	CCOC(=O)c1c(C)c(C(=O)NCC2CCCO2)c(C)n1C (stereo not drawn)	-9	4	1.1	-5	7
11	CCOC(=O)C1CCCN(C(=O)C2CCN(S(=O)(=O)CC)CC2)C1 (stereo not drawn)	-3	-11	1.2	-11	9
12	CC(C)c1nnc(SCC(=O)NCc2ccco2)n1C	9	-11	1	-7	21
13	COC(=O)C1=C(N)Oc2cc(C)n(C)c(=O)c2C1c1ccc(Cl)c(Cl)c1 (stereo not drawn)	-5	-1	1	-6	15
14	O=c1[nH]c(CSc2nnc(Cc3ccccc3)o2)nc2ccccc12	-9	19	0.96	-5	0
15	CC(=O)c1ccc(-c2cccs2)s1	-1	7	1.2	11	5
16	Cc1ccc(-n2ncc3c(=O)n(CC(=O)Nc4cccc(Cl)c4)cnc32)cc1C	2	-19	1.2	-6	11
17	CN(C)S(=O)(=O)Oc1cccc(C(=O)Nc2ccccc2Cl)c1	3	39	1.9	12	15
18	COc1ccc(CNC(=O)CCSCc2ccc(C)cc2)cc1	-3	-8	1.1	-7	8
19	Cc1ccc(NC(=O)CSc2ccccn2)cc1S(=O)(=O)N1CCOCC1	6	9	1.1	-4	12
20	C=CCN1N=C(/C=C/c2ccc(C)cc2)CCC1=O	4	44	2.1	9	12

nr	G6PDH CS	FLuc act counter	APP 5UTR inh	Diaphorase act	STAT1 act
9	-1	1.1	13	0.9	98
10	-14	1	-4	0.9	107
11	8	1.1	11	0.9	104
12	-2	1.1	11	0.8	94
13	9	1.1	1	0.9	97
14	6	1	-19	1	102
15	2	0.9	-7	0.9	113
16	1	1.1	19	0.9	110
17	16	0.9	-38	0.9	118
18	4	1.1	8	0.9	109
19	2	1	-9	0.9	98
20	1	0.9	-44	0.9	137*

# The listing continues:
nr	smiles	TLR4 MyD88 comp	APP 5'UTR act	NF-kB neuron act	FLuc inh counter	Diaphorase inh
21	CCCn1c(SCC(=O)c2ccc3c(c2)NC(=O)CO3)nc2ccccc21	-12	-17	1.1	-2	10
22	CC1Cc2ccccc2N1C(=O)CSc1nnc(NC(=O)Cc2cccs2)s1 (stereo not drawn)	10	-1	1	-5	5
23	CN(C(=O)Cn1cc(C#N)c2ccccc21)c1ccccc1	12	-1	1.2	-2	15
24	CSc1nsc(SCc2ccc(F)cc2)n1	-14	6	1.5	-6	12
25	O=C(O)c1ccc(N/N=C/c2ccc3ncccc3c2)cc1	-3	59	1.5	45	13
26	C(=N\Nc1nc(-c2ccccc2)cs1)/c1ccco1	-13	156*	5.2*	26	46
27	O=C(O)c1ccccc1OCCOc1ccccc1	-7	1	1.3	-4	11
28	CC[C@H](C)C(C(=O)N1CCN(C(=O)OC(C)(C)C)CC1)n1cc(C(CC(C)C)NC(=O)OC(C)(C)C)nn1 (stereo partly drawn)	-4	-1	0.71	3	-4
29	O=C(O)CCCN1C(=O)C2C3CC(C2C1=O)C1C(c2ccccc2)c2sc(=O)n(-c4ccccc4)c2SC31 (stereo not drawn)	8	-3	1.1	-6	-17
30	O=C(OCc1c(Cl)cccc1Cl)c1cccnc1	-16	6	0.92	-5	2

nr	G6PDH CS	FLuc act counter	APP 5UTR inh	Diaphorase act	STAT1 act
21	-7	1	17	0.9	96
22	2	1	1	1	94
23	12	1	1	0.8	93
24	0	1.1	-6	0.9	106
25	-21	0.5	-59	0.9	66
26	1	0.7	-156	0.5	147*
27	-16	1	0	0.9	110
28	9	1	1	1	99
29	8	1.1	4	1.2	102
30	-1	1	-6	1	94

# Additional records
nr	smiles	TLR4 MyD88 comp	APP 5'UTR act	NF-kB neuron act	FLuc inh counter	Diaphorase inh
31	Cc1ccc(Cn2nnnc2CN2CCC(NC(=O)c3ccccc3F)CC2)cc1	1	5	0.98	-4	13
32	Cc1cc(C(=O)CSc2ccc(F)cc2)cc(C)c1OC(=S)N(C)C	6	160*	0.4	33	26
33	COc1ccc(CCNC(=O)c2ccc(Cl)cc2Cl)cc1	-8	-10	1.4	10	8
34	S=C(c1cn(CCOc2cccc3ccccc23)c2ccccc12)N1CCCC1	4	14	1.1	-5	2
35	CCCN(CCC)CCNC(=O)c1cc2c(C)nc3ccccc3c2o1	-1	5	0.84	-9	2
36	CCOc1ccccc1N(CC(=O)Nc1ccc2c(c1)OCO2)S(C)(=O)=O	2	-6	1.1	3	1
37	COc1ccc(C(=O)N/N=C(\C)Cn2cnc([N+](=O)[O-])n2)cc1	-9	7	1.5	-5	13
38	CCC(=O)Nc1nonc1-c1nc2ccccc2n1N(C(=O)CC)C(=O)CC	6	-4	0.82	1	24
39	COc1cc(C(N)=O)ccc1OCc1ccccc1	10	11	1.3	3	-1
40	COc1cc(NC(=O)c2cccnc2Sc2ccc(Cl)cc2)cc(OC)c1OC	1	-10	1	-3	11

nr	G6PDH CS	FLuc act counter	APP 5UTR inh	Diaphorase act	STAT1 act
31	7	1	-5	0.9	104
32	9	0.7	-160	0.7	120
33	2	0.9	10	0.9	104
34	7	1.1	-14	1	96
35	-2	1.1	-5	1	105
36	10	1	6	1	98
37	-4	1.1	-7	0.9	103
38	10	1	4	0.8	99
39	15	1	-11	1	106
40	-2	1	10	0.9	110

# Continued.
nr	smiles	TLR4 MyD88 comp	APP 5'UTR act	NF-kB neuron act	FLuc inh counter	Diaphorase inh
41	Cc1nn(C)c(Oc2ccccc2)c1CCNS(=O)(=O)c1ccccc1	-7	·	0.71	-6	3
42	O=C1CSC(c2ccccc2[N+](=O)[O-])N1CCc1ccccc1 (stereo not drawn)	-3	-8	1.1	-8	13
43	Cc1cc(NC(=O)Nc2ccc(F)cc2)no1	0	-5	1.3	4	13
44	CC(C)C(=O)NC(c1cccs1)c1cc([N+](=O)[O-])c2cccnc2c1O (stereo not drawn)	-5	3	1	0	36
45	COC(=O)c1ccc(C(=O)OC)c(NC(=S)N2CCN(c3cccc(Cl)c3)CC2)c1	-11	-10	0.55	-6	18
46	CCC(CCC(=O)Nc1ccc(S(N)(=O)=O)cc1)C(=O)O (stereo not drawn)	-6	-3	1.1	0	11
47	Cc1ccccc1NC(=O)N(CCc1nc2ccccc2[nH]1)Cc1ccccc1	6	-9	1.1	-9	8
48	CCN1CCN(C(=O)CCc2nnc(CCCCc3ccccc3)o2)[C@@H](C)C1=O	-19	8	1.1	-7	11
49	O=C(O)CCCNS(=O)(=O)c1ccc2ccccc2c1	9	-16	0.95	-4	4
50	CC(=O)N(CN1C(=O)c2ccccc2C1=O)c1ccccc1	4	-6	1.1	-8	16

nr	G6PDH CS	FLuc act counter	APP 5UTR inh	Diaphorase act	STAT1 act
41	-11	1.1	·	1	97
42	10	1.1	8	0.9	101
43	9	1	5	0.9	103
44	13	1	-3	0.6	95
45	6	1.1	10	0.8	94
46	9	1	3	0.9	101
47	2	1.1	9	0.9	104
48	7	1.1	-8	0.9	105
49	3	1	16	1	102
50	8	1.1	6	0.8	87

# Single values from the entries so far.
# Entry of `CC(=O)N(CN1C(=O)c2ccccc2C1=O)c1ccccc1` under FLuc inh counter: -8
# Entry of `O=C1CSC(c2ccccc2[N+](=O)[O-])N1CCc1ccccc1` (stereo not drawn) under APP 5UTR inh: 8

# Single records, as listed above:
# CN(C(=O)Cn1cc(C#N)c2ccccc21)c1ccccc1 is listed with TLR4 MyD88 comp: 12; APP 5'UTR act: -1; NF-kB neuron act: 1.2; FLuc inh counter: -2; Diaphorase inh: 15; G6PDH CS: 12; FLuc act counter: 1; APP 5UTR inh: 1; Diaphorase act: 0.8; STAT1 act: 93
# CC(C)c1nnc(SCC(=O)NCc2ccco2)n1C is listed with TLR4 MyD88 comp: 9; APP 5'UTR act: -11; NF-kB neuron act: 1; FLuc inh counter: -7; Diaphorase inh: 21; G6PDH CS: -2; FLuc act counter: 1.1; APP 5UTR inh: 11; Diaphorase act: 0.8; STAT1 act: 94

# Other structures follow.
nr	smiles	TLR4 MyD88 comp	APP 5'UTR act	NF-kB neuron act	FLuc inh counter	Diaphorase inh
51	O=C(/C=C/c1ccc(Br)o1)NC(c1ccccc1)c1ccccc1	2	3	0.77	-3	15
52	CC1CN(C(=S)SCC(=O)c2ccc(Cl)cc2)CC(C)O1 (stereo not drawn)	3	-7	1.7	-8	18
53	CCc1nc2ccccc2c(C(=O)Oc2cccc3cccnc23)c1C	-6	7	1	-5	24
54	Cc1ccc(N(CC(=O)N2CCOCC2)S(C)(=O)=O)cc1	-12	7	0.96	-6	-7
55	COc1ccc(CNC(=O)CCOc2ccc(C(C)(C)C)cc2)cc1	-2	-25	0.98	0	12
56	CC1CCN(S(=O)(=O)c2cccc(C(N)=O)c2)CC1	5	-7	1	-5	-2
57	CCCCOC(=O)Nc1ccc(S(=O)(=O)Nc2ncccn2)cc1	5	25	1	5	-10
58	Cc1ccc(-c2cc(C(=O)OCC(=O)Nc3ncc(C(F)(F)F)cc3Cl)c3ccccc3n2)cc1	3	4	1.6	-2	-2

nr	G6PDH CS	FLuc act counter	APP 5UTR inh	Diaphorase act	STAT1 act
51	2	1	-3	0.8	111
52	1	1.1	7	0.8	110
53	0	1	-7	0.8	116
54	5	1.1	-7	1.1	98
55	2	1	25	0.9	95
56	3	1	7	1	105
57	7	1	-25	1.1	93
58	-18	1	-4	1	104

# Compounds as they come (roughly 5.6% active in at least one column).
